TRPC6 activator = activators of mouse TRPC6 channel. Q61143. HEK293-TRPC6 membrane potential dye fluorescence; hits give high values. B-score at 10 µM. 310,000 compounds, 0.13% hits. AID 2550;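 active = B-score of the integrated fluorescence ratio above library mean plus 3 SD, and starting fluorescence ratio within library mean plus 5 SD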;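 note: higher score means more depolarization so channel activation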
Target sequence (Q61143 whole entry, looked up): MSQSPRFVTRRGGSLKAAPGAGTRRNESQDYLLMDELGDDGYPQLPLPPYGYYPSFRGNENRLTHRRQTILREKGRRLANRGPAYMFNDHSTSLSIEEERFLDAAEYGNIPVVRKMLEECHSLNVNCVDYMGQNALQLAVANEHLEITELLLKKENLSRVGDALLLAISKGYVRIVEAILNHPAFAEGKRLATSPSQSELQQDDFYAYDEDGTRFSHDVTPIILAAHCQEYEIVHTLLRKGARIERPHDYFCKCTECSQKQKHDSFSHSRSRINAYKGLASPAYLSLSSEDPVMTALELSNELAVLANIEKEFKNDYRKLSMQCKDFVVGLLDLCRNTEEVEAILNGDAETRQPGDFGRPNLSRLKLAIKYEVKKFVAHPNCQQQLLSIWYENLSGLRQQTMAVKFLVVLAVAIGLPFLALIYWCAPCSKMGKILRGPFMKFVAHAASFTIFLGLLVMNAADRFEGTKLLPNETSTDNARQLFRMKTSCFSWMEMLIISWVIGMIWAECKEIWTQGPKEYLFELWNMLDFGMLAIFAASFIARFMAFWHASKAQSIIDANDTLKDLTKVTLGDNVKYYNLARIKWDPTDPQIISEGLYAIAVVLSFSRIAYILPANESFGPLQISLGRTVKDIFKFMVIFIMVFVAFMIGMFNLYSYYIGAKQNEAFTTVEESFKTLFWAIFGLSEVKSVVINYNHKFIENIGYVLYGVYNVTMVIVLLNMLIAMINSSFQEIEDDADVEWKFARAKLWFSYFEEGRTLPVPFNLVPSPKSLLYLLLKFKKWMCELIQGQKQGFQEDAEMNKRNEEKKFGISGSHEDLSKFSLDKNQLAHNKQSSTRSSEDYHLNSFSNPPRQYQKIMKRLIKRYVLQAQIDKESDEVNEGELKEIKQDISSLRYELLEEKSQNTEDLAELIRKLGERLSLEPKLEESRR
TRPC6 inhibitor = inhibitors of mouse TRPC6 channel; 310,000 compounds, 1.1% hits; B-score at 10 µM; HEK293-TRPC6, membrane potential dye, ACh-evoked depolarization; hits give low values; Q61143;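 active = B-score under library mean minus 3 SD, initial fluorescence not abnormally high, positive integrated signal ratio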;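 note: B-score derived from integrated fluorescence ratio over the kinetic read; more negative B-score means stronger inhibition of depolarization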
MrgX1 antagonist = human MrgX1 receptor antagonism, primary screen | Q96LB2 | MRGX1-HEK293 calcium flux, Fluo-4, BAM8-22 antagonism; hits give low values | B-score at 10 µM | 310,000 compounds, 1.3% hits | AID 588676;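 active = calcium-response B-score plate-corrected more than 3 library SD below zero, starting fluorescence within 5 deviations, no agonist response on first addition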;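 note: peak minus trough fluorescence over baseline after final BAM8-22 challenge near maximal dose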
HIF act = HIF pathway transcriptional activation | U2OS HRE-luciferase reporter, luminescence; normalized: DMSO 0%, desferrioxamine 100% | activation, % at 7.5 µM (by protocol) | 300,000 compounds, 0.32% hits;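 active = mean activation of at least 10% of the iron chelator positive control signal, with at least half of replicates also reaching 10%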
TRPC4 block = blocks the mouse TRPC4 cation channel | 300,000 compounds, 0.39% hits | HEK293 TRPC4beta/mu-opioid, DAMGO-evoked Fluo4 calcium flux; hits give low values | AID 2247 | B-score at 10 µM;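 active = B-score over 3 SD under the library average, no early fluorescence shift, positive overall ratio signal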
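material = TRPC4beta/mu-opioid receptor HEK293 cell line | probe or stimulus = sequential submaximal and maximal DAMGO stimulation | compound dosing = one concentration per compound | measured by = Fluo4 Ca2+ flux fluorescence | evaluation = integrated fluorescence ratio relative to baseline, converted to per-well B score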
AI-2 QS mod = modulators of Vibrio harveyi AI-2 quorum sensing system. Vibrio harveyi JMH597 AI-2 luminescence/OD600 ratio, 9 h; hits give low values; strain lacks LuxN and CqsS sensors; 0 = neutral-control median. activity change, % at 7.5 µM. 300,000 compounds, 0.4% hits. AID 2094; in the data active = activity change below about -75%, passing the limit was not always enough;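 note: luminescence divided by OD600 gain over 9 h not by final OD600 alone; inactives centre near 13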
MrgX1 PAM = human MrgX1 positive allosteric modulation, primary screen | B-score at 10 µM | 310,000 compounds, 0.63% hits | MrgX1-HEK293, Fluo-4 calcium flux, FDSS; hits give high values | Q96LB2;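 active = plate-corrected calcium response at least 3 library SD above typical, normal starting fluorescence, not activating the receptor alone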;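 note: compound read alongside a low EC10 to EC30 dose of BAM8-22 agonist; peak minus trough fluorescence over baseline measured at the second addition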
TRPC4 agonist = TRPC4 (mouse) channel activation; Q9QUQ5; HEK293 TRPC4beta/mu-opioid, Fluo4 calcium fluorescence; hits give high values; B-score at 10 µM; 310,000 compounds, 0.49% hits; AID 2237;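 active = B-score above 5 SD of library B-scores, and initial fluorescence ratio not above library mean plus 5 SD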;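 note: positive B-score marks a calcium rise read as TRPC4 activation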
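Technique: kinetic Fluo4 calcium fluorescence; Test system: TRPC4beta and mu-opioid receptor HEK293 stable cells; Measure: B-scored integrated calcium fluorescence ratio; Benchmarks: low control buffer alone, high control maximal DAMGO; Schedule: 45 min room-temperature Fluo4 loading, 110 s read.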
TRPC4 PAM = TRPC4 (mouse) allosteric potentiation; Q9QUQ5; HEK293 TRPC4beta/mu-opioid, DAMGO EC20, Fluo-4 Ca2+ flux; hits give high values; B-score at 10 µM; 310,000 compounds, 0.42% hits;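 active = B-score of calcium response area above 5 SD of library B-scores, with initial fluorescence ratio within 5 SD of library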;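 note: B-score of integrated fluorescence ratio over time as area under calcium response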
MrgX1 ag = human MrgX1 receptor agonism, primary screen; Q96LB2; MrgX1-HEK293 cells, Fluo-4 calcium fluorescence, agonist mode; hits give high values; B-score at 10 µM; 310,000 compounds, 0.44% hits;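 active = calcium response B-score plate-corrected fluorescence ratio at least 3 library SD, with starting fluorescence B-score inside 5 SD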
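Test system: Stable human MrgX1 HEK293 cell line | Schedule: Overnight plating before 1 h dye loading | Read-out basis: Baseline-normalised fluorescence change ratio, B-scored | Detection: Kinetic calcium dye fluorescence, Fluo-4 NW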
PolyA inhibitor = yeast polyadenylation inhibition. AID 1875. 300,000 compounds, 0.02% hits. calls only at 12 µM. S. cerevisiae SKY197-pL101 polyadenylation reporter, beta-gal luminescence; efflux-impaired pdr1/pdr3 knockout yeast; score 100 = 6 SD above DMSO;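 active = lowest replicate activity score at least 50, where 100 means six control SD above control mean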;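 note: yeast exposed to compound for 9 h at 30 °C; higher score means more reporter readthrough which indicates perturbed polyadenylation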
* hit, by the source's call; i = inactive; . = not tested or not shown.

SMILES	TRPC6 activator	TRPC6 inhibitor	MrgX1 antagonist	HIF act	TRPC4 block	AI-2 QS mod	MrgX1 PAM	TRPC4 agonist	TRPC4 PAM	MrgX1 ag	PolyA inhibitor
CC(C)CCC(=O)N1CCOC1=O	i	i	i	-0.1	i	-4	i	i	i	i	i
COc1cc2c(cc1OC)C(C(=O)NCc1ccco1)C1c3ccccc3CCN1C2=O (stereo not given)	i	i	i	-0.7	i	13	i	i	i	i	i
Cc1ccc(O)c(CP(=O)(c2ccccc2)c2ccccc2)c1	i	i	i	-0.3	i	28	i	i	i	i	i
COc1ccc(C2=NCCn3cccc32)c(OC)c1	i	i	i	-0.3	i	10	i	i	i	i	i
Cc1ccccc1N1CCN(S(=O)(=O)c2ccc3ccccc3c2)CC1	i	i	i	-0.3	i	15	i	i	i	i	i
O=C(/C=C/c1ccccc1)Nc1cccnc1Oc1ccccc1F	i	i	i	2.4	i	21	i	i	i	i	i
COc1ccccc1-n1cnnc1SC(C)C(=O)Nc1ccc(NC(C)=O)cc1 (stereo not given)	i	i	i	0.2	i	-7	i	i	i	i	i
COCc1cc(=O)[nH]c(/N=C(\N)Nc2cccc(C)c2)n1	i	i	i	0.3	i	13	i	i	i	i	i
CCN=C1S/C(=C\c2cc(Br)ccc2OCC(=O)OCC)C(=O)N1CC	i	i	i	-0.2	i	3	i	i	i	i	i
COc1ccc(-c2cc(C)no2)cc1S(=O)(=O)NCC1CCN(Cc2cc(C)ccc2C)CC1	i	i	i	0.0	i	0	i	i	i	i	i
CCN(CC(=O)NCc1ccc(Cl)cc1)C(=O)CSCC(=O)Nc1cccc(C)c1	i	i	i	0.4	i	20	i	i	i	i	i
CN1CCN(CCOC2Cc3ccccc3Sc3ccc(Cl)cc32)CC1 (stereo not given)	i	i	i	0.1	i	-9	i	i	i	i	i
COc1ccccc1NC(=O)CN(Cc1ccco1)C(=O)c1cncc(Br)c1	i	i	i	0.2	i	3	i	i	i	i	i
C#Cc1ccc(CN2CCC(Oc3cc(C(=O)NC4CC4)ccc3OC)CC2)cc1	i	i	.	-1.0	i	26	.	i	i	.	i
Nc1nnc(CC(=O)N/N=C/c2ccccc2OCc2ccc(F)cc2)s1	i	i	i	1.0	i	12	i	i	i	i	i
O=[N+]([O-])c1cccc(/C(=N/N=C/c2ccccc2Br)C23CN4CN(CN(C4)C2)C3)c1	i	i	i	0.6	i	19	i	i	i	i	i
CN(C)CCCN(C(=O)c1ccc(S(=O)(=O)N2CCCCCC2)cc1)c1nc2cc3c(cc2s1)OCCO3	i	i	i	-0.9	i	29	i	i	i	i	i
Cc1cc2[nH]c(=O)c(=O)[nH]c2cc1S(=O)(=O)NCc1ccc(Cl)cc1	i	i	i	-0.1	i	23	i	i	i	i	i
CC1=CCC2C(=O)N(c3nc(C)cc(C)n3)C(=O)C2C1 (stereo not given)	i	i	i	0.0	i	24	i	i	i	i	i
O=C(NCc1ccco1)/C(=C\c1ccco1)NC(=O)c1ccc(Br)o1	i	i	i	-2.5	i	-2	i	i	i	i	i
CCOc1ccc2nc(NS(C)(=O)=O)sc2c1	i	i	i	0.6	i	23	i	i	i	i	i
Cc1cccc2sc(NC(=O)Cn3cccc3)nc12	i	i	i	-0.4	i	21	i	i	i	i	i
O=C(C1CCCN(C2CC(=O)N(c3ccc(Cl)cc3)C2=O)C1)N1CCCC1 (stereo not given)	i	i	i	-0.4	i	72	i	i	i	i	i
C=CCNc1ncnc2c1[nH]c1ccc(C)cc12	i	i	i	1.6	i	3	i	i	i	i	i
Cc1cc(C)cc(NC(=O)CN(c2ccc(F)cc2)S(C)(=O)=O)c1	i	i	i	0.2	i	19	i	i	i	i	i
C/[N+]([O-])=C1\Cc2ccccc2C1=O	i	i	i	-0.2	i	19	i	i	i	i	i
O=C(NCc1cccnc1)c1ccc(NC(=O)c2ccco2)cc1	i	i	i	1.0	i	20	i	i	i	i	i
O=C(NCc1ccco1)c1ccc(Cl)nc1	i	i	i	-0.2	i	12	i	i	i	i	i
O=C(Cc1ccccc1)NC1CCS(=O)(=O)C1 (stereo not given)	i	i	i	0.4	i	6	i	i	i	i	i
COc1cc(C(=O)N[C@H](C(=O)NC2CCCCCC2)C(C)C)cc(OC)c1OC	i	i	i	-42	i	17	i	i	i	i	i
c1ccc(-c2csc(Nc3ccccn3)n2)cc1	i	i	i	2.6	i	.	i	i	i	i	i
COc1ccc(CN(C)C(=O)Cn2ccsc2=N)cc1OC	i	i	i	-1.5	i	17	i	i	i	i	i
COc1ccc(C(=O)O)cc1S(=O)(=O)Nc1ccc(C)cc1	i	i	i	0.4	i	28	i	i	i	i	i
CC(C)(C)c1cc(N2CCOCC2)n2ncc(-c3ccccc3)c2n1	i	i	i	-39	i	20	i	i	i	i	i
O=C(c1ccccc1)N1N=C(c2ccco2)CC1c1cccs1 (stereo not given)	i	i	i	0.0	i	7	i	i	i	i	i
CN1CCN(NC(=O)c2cc(Br)ccc2Cl)CC1	i	i	i	-0.2	i	9	i	i	i	i	i
COCCn1c(C)cc(/C=C2/NC(=O)N(c3ccc(Cl)cc3)C2=O)c1C	i	i	i	1.5	i	33	i	i	i	i	i
CCn1c(SCC(=O)NC(C)C)nnc1-c1cccs1	i	i	i	-1.8	i	40	i	i	i	i	i
CCCCNC(=O)C1CCN(Cc2ccccn2)CC1	i	i	i	-0.2	i	14	i	i	i	i	i
CC(=O)Nc1cccc2c1C(=O)N(c1ccccc1C)C2=O	i	i	i	0.1	i	16	i	i	i	i	i
O=C(NCC1CCCO1)C1CC1(c1ccccc1)c1ccccc1 (stereo not given)	i	i	i	-0.2	i	23	i	i	i	i	i
CCN1CCN(C/C(C)=C/c2ccccc2)CC1	i	i	i	1.8	i	1	i	i	i	i	i
COC(=O)c1ccccc1NC(=O)N1CSC[C@H]1C(=O)OC	i	i	i	-0.2	i	11	i	i	i	i	i
CC(C)CCn1c(Oc2ccc(Cl)cc2)nc2c1c(=O)n(C)c(=O)n2C	i	i	i	0.3	i	7	i	i	i	i	i
CCS(=O)(=O)N1CCN(c2ccnc3cc(Cl)ccc23)CC1	i	i	i	0.1	i	8	i	i	i	i	i
O=C(NCC(c1ccco1)N1CCCCC1)c1cccc(S(=O)(=O)Nc2ccccc2Cl)c1 (stereo not given)	i	i	i	-20	i	20	i	i	i	i	i
O=C1CN(C(=O)/C=C/c2cccc(Cl)c2)c2ccccc2N1	i	-6.7*	i	-0.2	i	7	i	i	i	i	i
O=C(Nc1ccc2ccccc2c1)/C(=C/c1cccc(Br)c1)NC(=O)c1ccco1	i	i	i	0.0	i	21	i	i	i	i	.
COc1cc(-c2nc(Cc3c(F)cccc3Cl)no2)cc(OC)c1OC	i	i	i	0.1	i	13	i	i	i	i	i
Cc1cccnc1NC(=O)c1ccc2c(c1)OCCO2	i	i	i	1.5	i	13	i	i	i	i	i
Additional entries.
SMILES	TRPC6 activator	TRPC6 inhibitor	MrgX1 antagonist	HIF act	TRPC4 block	AI-2 QS mod	MrgX1 PAM	TRPC4 agonist	TRPC4 PAM	MrgX1 ag	PolyA inhibitor
O=C(O)c1cc(=O)n(Cc2ccccc2)c(=O)[nH]1	i	i	i	0.6	i	14	i	i	i	i	i
O=C(/C=C/c1cccc([N+](=O)[O-])c1)NCc1ccccc1	i	i	i	0.1	i	-58	i	i	i	i	i
COc1ccc(OC(C)C(=O)NC2CC(C)(C)NC(C)(C)C2)cc1 (stereo not given)	i	i	i	0.0	i	3	i	i	i	i	i
CN(C)c1cccc(C(=O)NCCCn2ccc3ccccc32)c1	i	i	i	0.0	i	21	i	i	i	i	i
COc1ccccc1N1Cc2ccccc2C1	i	i	i	-0.1	i	14	i	i	i	i	i
COC(=O)CCN1CCC(c2cc(-c3cccc(C(F)(F)F)c3)n[nH]2)CC1	i	i	i	-5.0	i	5	i	i	i	i	i
Cc1nc2sc(C(c3cccs3)N3CCN(C(=O)c4ccco4)CC3)c(O)n2n1 (stereo not given)	i	i	i	0.1	i	6	i	i	i	i	i
O=C(NCc1ccccc1Cl)C1CCCN1C(=O)NC1CCCCC1 (stereo not given)	i	i	i	0.9	i	2	i	i	i	i	i
CSc1ccc(/C=N/NC(=O)C[n+]2ccccc2)cc1	i	i	i	-1.1	i	5	i	i	i	i	i
Cc1c(Cl)cccc1N=Cc1ccc([N+](=O)[O-])s1	i	i	i	2.4	i	34	i	i	i	i	i

Profiles, looked up by structure. Order of screens: TRPC6 activator	TRPC6 inhibitor	MrgX1 antagonist	HIF act	TRPC4 block	AI-2 QS mod	MrgX1 PAM	TRPC4 agonist	TRPC4 PAM	MrgX1 ag	PolyA inhibitor
CSc1ccc(/C=N/NC(=O)C[n+]2ccccc2)cc1 reads i	i	i	-1.1	i	5	i	i	i	i	i
O=C(NCc1ccccc1Cl)C1CCCN1C(=O)NC1CCCCC1 (stereo not given) reads i	i	i	0.9	i	2	i	i	i	i	i

Later entries.
SMILES	TRPC6 activator	TRPC6 inhibitor	MrgX1 antagonist	HIF act	TRPC4 block	AI-2 QS mod	MrgX1 PAM	TRPC4 agonist	TRPC4 PAM	MrgX1 ag	PolyA inhibitor
CCN(C(=O)CN1CCOCC1)c1c(N)n(Cc2ccccc2)c(=O)[nH]c1=O	i	i	i	-0.2	i	16	i	i	i	i	i
CCOC(=O)c1ccc(NC(=O)c2cc(=O)[nH]c3ccccc23)cc1	i	i	i	0.5	i	8	i	i	i	i	i
COc1ccccc1NC(=O)CSc1nnc(CC(=O)Nc2cccc(C(F)(F)F)c2)n1C	i	i	i	-0.2	i	15	i	i	i	i	i
O=C(Cc1ccc([N+](=O)[O-])cc1)c1ccc(O)cc1O	i	i	i	-0.4	i	-44	i	i	i	i	i
CC(C(=O)N1CCOCCOCCOCCOCCOCC1)N1C(=O)c2ccccc2C1=O (stereo not given)	i	i	i	0.6	i	18	i	i	i	i	i
COc1cc(CNCCN(C)C)c(Br)cc1OCC(=O)NCc1ccccc1	i	i	i	0.8	i	21	i	i	i	i	i
C=CCN(c1ccccc1)S(=O)(=O)c1cccc(C(=O)NCC(c2cccs2)N2CCOCC2)c1 (stereo not given)	i	i	i	-0.5	i	27	i	i	i	i	i
CN(C)S(=O)(=O)c1cccc(NC(=S)NC2CCCCC2)c1	i	i	i	0.1	i	13	i	i	i	i	i
Cc1csc(=Nc2ccc(S(=O)(=O)N3CCOCC3)cc2)n1Cc1ccco1	i	i	i	0.4	i	14	i	i	i	i	i

Not all compounds are listed; count on the stated rates, not on these rows.
